TEAD-YAP inh: TEAD-YAP interaction inhibition; HEK-TIYL cells, TEAD-Gal4/YAP UAS-luciferase luminescence; inhibition, % at 9.12 µM; hit rate 1.4% among 640,000; AID 1259422; in the data active means inhibition above about 32%;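 further: 0% = median of test compound wells and 100% = reference inhibitor wells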
GPR151 activ: human GPR151 activation; Q8TDV0; PathHunter beta-arrestin GPR151 cells, luminescence; activation, % at 11.2 µM; hit rate 1% among 650,000; AID 1508602; in the data active means activation above about 4.9%;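 further: 0% = median of compound wells and 100% = cells with positive control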
MITF primary: blocks human microphthalmia-associated transcription factor | O75030 | AlphaScreen MITF homodimerization, bead proximity signal | inhibition, % at 2.6 µM | hit rate 0.91% among 650,000; in the data active means inhibition above about 50%;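 further: 0% = vehicle wells with protein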
FBW7 activator: human FBW7 E3 ligase activation, primary screen. AlphaScreen FBW7–phospho-cyclin E peptide binding, activator screen. normalized activity (activation), % at 26.1 µM. hit rate 0.13% among 650,000. Q969H0; in the data active means normalized activity above about 1.9%;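 further: purified mutant Fbw7 with reduced substrate affinity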
Target sequence (Q969H0 whole entry, looked up): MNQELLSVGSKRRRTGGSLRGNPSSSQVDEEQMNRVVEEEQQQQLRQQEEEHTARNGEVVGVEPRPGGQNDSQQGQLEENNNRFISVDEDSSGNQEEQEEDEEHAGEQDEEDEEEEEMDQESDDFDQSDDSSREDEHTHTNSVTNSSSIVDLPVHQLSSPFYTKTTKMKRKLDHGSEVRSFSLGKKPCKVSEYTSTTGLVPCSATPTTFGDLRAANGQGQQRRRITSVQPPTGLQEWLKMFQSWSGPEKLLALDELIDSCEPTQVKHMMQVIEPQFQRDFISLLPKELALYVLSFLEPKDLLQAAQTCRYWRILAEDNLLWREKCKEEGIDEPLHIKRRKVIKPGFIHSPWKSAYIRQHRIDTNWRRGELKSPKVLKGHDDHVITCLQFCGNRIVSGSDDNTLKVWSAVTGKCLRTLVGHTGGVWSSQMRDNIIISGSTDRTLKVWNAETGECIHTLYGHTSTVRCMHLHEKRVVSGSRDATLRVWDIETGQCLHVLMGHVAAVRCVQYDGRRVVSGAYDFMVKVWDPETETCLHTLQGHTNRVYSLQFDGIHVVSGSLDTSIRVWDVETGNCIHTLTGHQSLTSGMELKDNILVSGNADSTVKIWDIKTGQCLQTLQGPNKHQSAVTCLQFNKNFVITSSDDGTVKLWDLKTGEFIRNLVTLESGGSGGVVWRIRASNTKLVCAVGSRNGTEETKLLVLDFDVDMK
Numbers without * were called inactive.

SMILES | TEAD-YAP inh | GPR151 activ | MITF primary | FBW7 activator
N#CCC(=O)N/N=C1\CCCCC1C1CCCCC1 (stereo not drawn) | 5 | 2.0 | 18 | 0.4
COc1ccc(-c2cc(Nc3cc(OC)c(OC)c(OC)c3)ncn2)cc1 | -9 | -2.2 | 8 | -0.2
COc1ccccc1/C=N/NC(=O)c1cn(C)c2ccccc12 | -1 | -2.0 | 14 | 0.0
O=c1/c(=C\c2ccc(OCc3cccc4ccccc34)c(Br)c2)sc2nc3ccccc3n12 | 12 | -0.6 | 4 | 0.1
COCCCNC(=O)c1c(O)c2c([nH]c1=O)CCCC2 | -41 | 1.3 | 1 | -0.1
O=C(NCCC1CCCCN1S(=O)(=O)c1cccs1)C(=O)Nc1ccccc1F (stereo not drawn) | 0 | 1.3 | 13 | 0.2
CC1CCN(C(=O)CN2c3cccc4cccc(c34)S2(=O)=O)CC1 | 12 | -1.5 | 13 | 0.6
Cc1ccc(-n2cc(-c3ccccc3)c3c(N4CCC(C(N)=O)CC4)ncnc32)cc1 | 5 | -1.1 | 0 | 0.1
CN(CC(=O)NCCCO)S(=O)(=O)c1ccc(Br)cc1 | 0 | 0.3 | -7 | 0.0
CCOC(=O)C1CCCN(c2ccc(NC(=O)c3snc4c(=O)[nH]c(C)nc34)cc2)C1 (stereo not drawn) | -3 | 0.4 | -7 | 0.3
Cc1ccccc1OCC(=O)Nc1cccc(-c2nnc(-c3ccco3)o2)c1 | -28 | -1.2 | -2 | -0.1
COc1ccc(S(=O)(=O)N(CC(=O)Nc2ccc(S(=O)(=O)N3CCCCC3)cc2)c2ccc(Cl)cc2)cc1 | 11 | 0.8 | 6 | 0.0
Cc1cccc(C(=O)Nc2c3c(nn2-c2ccc([N+](=O)[O-])cc2)CS(=O)(=O)C3)c1 | 5 | 0.7 | 8 | -0.1
COc1ccc(CNc2ncc(-c3cccc(CN)c3)n3ccnc23)cc1 | -39 | -0.5 | -3 | 0.3
O=C(O)C1CSC(c2ccc(Cl)cc2)N1 (stereo not drawn) | 9 | 0.1 | -3 | -0.1
CC1CCCN(C(=O)CSc2nnc3c4ccccc4n(CC(=O)O)c3n2)C1 (stereo not drawn) | -1 | 0.0 | -6 | -0.2
COCCN(C(=O)Cc1cccs1)C(C(=O)NCc1ccc(OC)cc1)c1ccco1 (stereo not drawn) | 1 | -0.9 | 10 | -0.1
CC(C)OC(=O)CSc1nc2cccnc2n1-c1ccc(F)cc1 | -10 | 0.1 | -3 | 0.1
COc1ccc(C(=O)/C=C/c2ccc(/C=N/N(C)C)cc2)cc1OC | -6 | -0.3 | 2 | 0.0
CC1=NN(c2c(Cl)cccc2Cl)C(=O)C1 | 7 | -0.1 | -1 | -0.6
Cc1ncoc1C(=O)N1CCCC(CCC(=O)NCc2ccccc2F)C1 (stereo not drawn) | 3 | -2.1 | 15 | -0.1
O=C(/C=C/c1ccccc1)NNC(=O)CCN1CCN(Cc2ccccc2)CC1 | -6 | 1.5 | 16 | 0.1
CCC(C)NC(=O)CSc1nc2c(sc(=S)n2-c2ccccc2C)c(=O)n1-c1ccccc1F (stereo not drawn) | 0 | -0.4 | 8 | 0.0
O=[N+]([O-])c1ccc(Oc2ccc(F)cc2Br)c2ccncc12 | -16 | -1.0 | -12 | -0.1
O=C(O)CCn1c(=O)n(CCC(=O)O)c(=O)n(CCC(=O)O)c1=O | 5 | -1.0 | -6 | 0.0

An excerpt from above, reduced to GPR151 activ, MITF primary and TEAD-YAP inh:
Molecule | GPR151 activ | MITF primary | TEAD-YAP inh
O=C(O)C1CSC(c2ccc(Cl)cc2)N1 (stereo not drawn) | 0.1 | -3 | 9
CC1CCCN(C(=O)CSc2nnc3c4ccccc4n(CC(=O)O)c3n2)C1 (stereo not drawn) | 0.0 | -6 | -1

Other records follow.
SMILES | TEAD-YAP inh | GPR151 activ | MITF primary | FBW7 activator
COc1ccc(Cn2c(=S)[nH]c3ccc(F)cc3c2=O)cc1 | -9 | 0.5 | -5 | 0.1
OC1CCC(Nc2nc(NC3CCN(Cc4ccccc4)CC3)c3ncn(-c4ccccc4)c3n2)CC1 (stereo not drawn) | 42* | -0.1 | -2 | 0.0
COc1cc2nc(N3CCC(N4CCOCC4)CC3)nc(Nc3ccc(NC(C)=O)cc3)c2cc1OC | 0 | -0.1 | 11 | 0.1
Cc1ccnc(NC(=S)NC(=O)c2ccccc2Br)c1 | -37 | -2.5 | -8 | -0.1
N#Cc1ccc(Oc2cccc(C(=O)O)c2)cc1 | 0 | -0.2 | 0 | 0.0
Cc1cc(N2CCC(C(=O)O)CC2)nc(-c2ccccc2)n1 | 11 | 4.0 | 6 | 0.1
Cc1ccc(/C=C2/C(=O)NC(=O)N(C3CCCCC3)C2=O)cc1 | 1 | 0.4 | 4 | -0.9
COCCNC(=S)N1CCCN(c2nc3cc4c(cc3cc2C#N)OCO4)CC1 | 10 | 0.5 | -7 | 0.0
O=Cc1ccc(OCC(=O)Nc2ccccn2)cc1 | 12 | -8.3 | -5 | 0.1
CCOC(=O)N1CCC2(CC1)CC(=O)c1c(ccc3oc(C(=O)O)c(C)c13)O2 | 11 | -0.8 | 8 | 0.2
COC(C)(C)CNS(=O)(=O)c1ccccc1 | 3 | -0.2 | -10 | 0.1
Cn1c(-c2ccc(F)cc2)nc2ccccc21 | -51 | -6.9 | -73 | -0.1
Cn1cccc1/C=N\NC(=O)Cc1cccs1 | -15 | 2.0 | -2 | 0.0
Ic1ccc(NC2=NCCC2)cc1 | 1 | 1.7 | -1 | 0.0
Cc1ccc(Cl)cc1NC(=O)CCN1C(=O)c2cccc([N+](=O)[O-])c2C1=O | -6 | 0.5 | 13 | 1.5
C[C@@H](Cn1nnc2ccccc21)NC(=O)c1cc(=O)c2ccccc2o1 | 8 | 1.6 | 4 | -0.1
Cc1ccc(OCC(=O)N(C)C2CCCCC2)cc1C | -73 | 5.0* | -5 | -0.2
Cn1c(=O)c2c(-c3ccccc3)n3c4ccccc4nnc3c2n(C)c1=O | -6 | 2.8 | 24 | 0.7
CCOC(=O)C1=C(O)/C(=C\c2ccc(OC)cc2)N=C1/C=C/N(C)C | 19 | 0.1 | 6 | 0.0
COc1ccc(C(=O)NC(=O)CCl)cc1 | 1 | 0.0 | 10 | 0.1
Cc1ccc(NC(=O)C(C)Oc2ccccc2)cc1F (stereo not drawn) | -17 | -1.0 | 0 | 0.0
O=C(Cc1ccccc1)Oc1ccc(C(=S)N2CCOCC2)cc1 | -3 | 1.7 | 1 | 0.0
COc1cccc(-n2c(N)c(C#N)c3nc4ccccc4nc32)c1 | -8 | -0.7 | -7 | -0.2
COc1ccc(C)cc1NC(=O)CN(c1cc(C(F)(F)F)ccc1Cl)S(C)(=O)=O | -7 | 2.9 | -6 | 0.0
CC(C)[C@H](NC(=O)c1ccccc1)C(=O)N1CCN(c2ccccc2)CC1 | 5 | -0.5 | -9 | 0.0

Entries listed so far that contain a nitro group on carbon:
SMILES | TEAD-YAP inh | GPR151 activ | MITF primary | FBW7 activator
Cc1cccc(C(=O)Nc2c3c(nn2-c2ccc([N+](=O)[O-])cc2)CS(=O)(=O)C3)c1 | 5 | 0.7 | 8 | -0.1
O=[N+]([O-])c1ccc(Oc2ccc(F)cc2Br)c2ccncc12 | -16 | -1.0 | -12 | -0.1
Cc1ccc(Cl)cc1NC(=O)CCN1C(=O)c2cccc([N+](=O)[O-])c2C1=O | -6 | 0.5 | 13 | 1.5

Filtered by structure: the compounds so far with two or more sulfur atoms.
SMILES | TEAD-YAP inh | GPR151 activ | MITF primary | FBW7 activator
O=C(NCCC1CCCCN1S(=O)(=O)c1cccs1)C(=O)Nc1ccccc1F (stereo not drawn) | 0 | 1.3 | 13 | 0.2
COc1ccc(S(=O)(=O)N(CC(=O)Nc2ccc(S(=O)(=O)N3CCCCC3)cc2)c2ccc(Cl)cc2)cc1 | 11 | 0.8 | 6 | 0.0
CCC(C)NC(=O)CSc1nc2c(sc(=S)n2-c2ccccc2C)c(=O)n1-c1ccccc1F (stereo not drawn) | 0 | -0.4 | 8 | 0.0

Whole records, looked up by structure. Order of screens: TEAD-YAP inh	GPR151 activ	MITF primary	FBW7 activator
`Cc1ccc(OCC(=O)N(C)C2CCCCC2)cc1C` as listed: -73	5.0*	-5	-0.2
`Cn1c(-c2ccc(F)cc2)nc2ccccc21` as listed: -51	-6.9	-73	-0.1
`COC(C)(C)CNS(=O)(=O)c1ccccc1` as listed: 3	-0.2	-10	0.1
`COc1cc2nc(N3CCC(N4CCOCC4)CC3)nc(Nc3ccc(NC(C)=O)cc3)c2cc1OC` as listed: 0	-0.1	11	0.1
`CCOC(=O)N1CCC2(CC1)CC(=O)c1c(ccc3oc(C(=O)O)c(C)c13)O2` as listed: 11	-0.8	8	0.2

(list continues)
SMILES | TEAD-YAP inh | GPR151 activ | MITF primary | FBW7 activator
CC1(NC(=O)Nc2cc([N+](=O)[O-])ccc2O)CCS(=O)(=O)C1 (stereo not drawn) | 3 | -1.1 | 11 | 0.0
CC(C)c1nnc(C2CCN(S(=O)(=O)c3ccc4c(c3)CCCC4)CC2)o1 | 7 | -1.0 | 7 | -0.1
COc1ccccc1OCCOc1ccccc1OC | -6 | 0.0 | 7 | 0.0
CC(C)NC(=S)N/N=C/c1ccccc1[N+](=O)[O-] | 3 | 0.1 | 18 | 0.3
CCCc1nc2sc3c(c2c(=O)[nH]1)CCCC3 | 2 | 0.2 | -9 | -0.1
O=C(NCc1cccs1)C1CC(=O)N(c2ccc(F)cc2)C1 (stereo not drawn) | 3 | 0.0 | 7 | 0.1
CCn1nccc1C(=O)Nc1nc(-c2cccc3ccccc23)cs1 | 8 | 1.0 | 1 | -0.2
O=C(Nc1ccc(O)cc1)c1ccc(NC(=O)C2CCCO2)cc1 (stereo not drawn) | 0 | -0.5 | -6 | 0.0
Cc1cc(C(=O)N2CCC(c3[nH]ncc3-c3ccncc3)CC2)c(C)[nH]1 | 6 | 0.2 | 20 | 0.6
CCOc1ccc(NC(=O)c2cc(S(=O)(=O)NCc3ccccc3)ccc2F)cc1 | 4 | 0.9 | -1 | -0.1
C[C@H](O)CNC(=O)c1cc(Nc2ccc3[nH]ncc3c2)ccn1 | -14 | 0.4 | 16 | 1.0
Cc1nc2ccccc2c(=O)n1-c1ccc(F)c(NC(=O)C(C)(C)C)c1 | 0 | -1.3 | 19 | 0.2
COc1ccc(-c2cc(C(F)(F)F)nc(S(=O)(=O)CCCC(=O)Nc3ccc(F)c(Cl)c3)n2)cc1OC | 1 | 0.3 | 76* | -0.1
COc1ccc(C2NCCc3cc(OC)c(OC)cc32)cc1 (stereo not drawn) | 2 | -0.3 | -6 | 0.1
CCN(CC)c1ccc2cc(/C(N)=N/NC(=O)c3ccc(C)cc3)c(=O)oc2c1 | -11 | 0.2 | -6 | 0.0
CCOC(=O)C1=C(C)NC2=C(C(=O)CC(c3ccc(OC)cc3)C2)C1c1ccc(O)c(OCC)c1 (stereo not drawn) | 4 | 0.7 | 0 | -0.1
Cc1cc(C(=O)NC(C)c2ccccc2)c2cc(F)ccc2n1 (stereo not drawn) | -2 | 2.2 | 12 | -0.1
O=C(CNC(=S)N(Cc1ccccc1)Cc1cccnc1)NCc1cccnc1 | 5 | 0.7 | -2 | -0.3
COc1ccc(NC(=O)c2ccc([N+](=O)[O-])cc2Cl)c([N+](=O)[O-])c1 | -15 | 3.5 | -2 | 0.1
COC(=O)CCCNC(=O)Cn1cnc2sc(C)c(C)c2c1=O | 0 | 0.0 | -5 | -0.1
Cn1nc(C(=O)NN2CC(=O)NC2=O)c2ccccc2c1=O | -6 | 0.3 | 15 | 0.1
O=C(CCc1nnc(-c2ccc(-c3ccccc3)cc2)o1)NCCc1cn2cccnc2n1 | 11 | -0.2 | -2 | 0.1
O=C(CSc1ccc2ccccc2n1)Nc1ccc2c(c1)OCCO2 | 1 | 0.3 | -8 | -0.1
CCOc1ccc(C2NC(=O)NC(C)=C2C(=O)OCCc2ccccc2)cc1OC (stereo not drawn) | 4 | -0.3 | -1 | -0.1
O=C(Nc1ccccc1Br)c1ccc([N+](=O)[O-])cc1 | -43 | -0.6 | -9 | -0.2
CCN(CC)S(=O)(=O)c1ccc(N2CCOCC2)c(NC(=O)c2ccc(CO)cc2)c1 | -9 | 0.4 | 5 | 0.1
Cc1ccc2oc(-c3ccc(Cl)cc3)c(O)c(=O)c2c1 | -16 | 0.2 | 4 | -0.1
Cc1ccccc1NC(=O)c1c(NC(=O)c2cccs2)sc2c1CCC(C)C2 (stereo not drawn) | 9 | 0.6 | 1 | 0.1
O=C1CC(=O)N(Cc2ccco2)C(=O)N1 | 5 | 1.3 | 33 | 0.3
COc1ccc(-c2nnc(SCC(=O)Nc3ccccc3C(F)(F)F)nc2-c2ccc(OC)c(OC)c2)cc1OC | -7 | 0.1 | -16 | -0.1
CCCN(CCC)S(=O)(=O)c1ccc(NC(=O)c2ccc(OC)c([N+](=O)[O-])c2)cc1 | 3 | 2.5 | -4 | 0.0
C=CCNC(=O)c1sc(=S)n(-c2ccc(OCC)cc2)c1N | -1 | -0.4 | 8 | 0.1

Screens deposited in PubChem BioAssay by The Scripps Research Institute Molecular Screening Center.
